Glioma ERSR ind: qHTS for Inducers of the Endoplasmic Reticulum Stress Response (ERSR) in Human Glioma: qHTS; U87-MG GRP78 promoter luciferase reporter, 16 h; Potency, µM, for inactives: top-dose activation, hits mostly activators; 420,000 tested, 0.02% active; AID 602332, 2012; note: potency is the fitted concentration of half-maximal effect; series mostly up to about 76 µM; % of control where 0% means no effect; nearly all actives have a fitted effect of over 35% in size
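ERSR induction read as luciferase luminescence (Bright-Glo, 10 min at room temperature) in stably transfected human U87-MG glioma cells exposed to compounds for 16 h, using GRP78 as sensor.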
mIDH1 inhibitor: qHTS for Inhibitors of mutant isocitrate dehydrogenase 1 (IDH1): qHTS. Isocitrate dehydrogenase [NADP] cytoplasmic (Homo sapiens), O75874. IDH1-R132H enzyme, NADPH consumption, diaphorase/resazurin fluorescence. Potency, µM (doses to about 76.6 µM), inactives show at the top dose activity change, negative = inhibition, actives largely listed as inhibitors. 390,000 tested, 0.093% active; note: potency is the fitted concentration of half-maximal effect; % is set by controls: 0 for no effect and ±100 for the full control effect; nearly all actives have a fitted effect of over 65% in size
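IDH1-R132H (0.5 ug/mL dispensed) in pH 7.5 Tris buffer was preincubated 30 min with compound, then given a substrate mix of 0.016 mM NADPH and 2 mM alpha-KG for 80 min at room temperature; remaining NADPH was read by diaphorase/resazurin fluorescence.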
RXFP1 ag: qHTS Assay for Agonists of the Relaxin Receptor RXFP1. HEK293T-RXFP1 cAMP TR-FRET, 30 min; response scale: percent of porcine relaxin response, buffer zero. 370,000 tested, 0.3% active. Potency, µM (top dose mostly 57.5 µM), for inactives: top-dose activation, actives largely listed as activators; note: potency is the fitted concentration of half-maximal effect; % is set by controls: 0 for no effect and ±100 for the full control effect; nearly all actives have a fitted effect of over 60% in size; many of its hits are not listed in these tables
Target sequence (Q9HBX9 whole entry, looked up): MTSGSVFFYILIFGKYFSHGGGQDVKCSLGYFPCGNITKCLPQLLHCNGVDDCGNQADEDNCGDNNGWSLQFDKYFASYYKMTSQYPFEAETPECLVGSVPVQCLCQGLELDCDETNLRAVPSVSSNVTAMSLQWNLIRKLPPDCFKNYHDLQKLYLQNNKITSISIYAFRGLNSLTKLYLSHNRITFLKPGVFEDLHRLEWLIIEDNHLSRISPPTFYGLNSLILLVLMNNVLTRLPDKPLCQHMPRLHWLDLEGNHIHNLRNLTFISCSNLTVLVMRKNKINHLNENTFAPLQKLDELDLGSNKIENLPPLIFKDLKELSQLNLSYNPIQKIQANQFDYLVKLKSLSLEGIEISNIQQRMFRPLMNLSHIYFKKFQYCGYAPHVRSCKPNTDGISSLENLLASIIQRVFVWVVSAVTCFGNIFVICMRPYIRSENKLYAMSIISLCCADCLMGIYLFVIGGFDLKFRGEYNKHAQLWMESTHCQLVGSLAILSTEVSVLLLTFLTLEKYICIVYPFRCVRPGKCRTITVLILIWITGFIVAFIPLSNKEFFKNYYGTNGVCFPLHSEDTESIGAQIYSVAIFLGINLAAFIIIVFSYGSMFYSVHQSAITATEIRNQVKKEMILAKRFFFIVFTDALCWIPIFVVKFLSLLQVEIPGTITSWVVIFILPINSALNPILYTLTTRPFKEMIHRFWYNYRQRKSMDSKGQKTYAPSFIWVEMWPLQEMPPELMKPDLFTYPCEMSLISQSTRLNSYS
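HEK293T cells stably expressing RXFP1 were pretreated with the PDE4 inhibitor Ro 20174, exposed to compounds for 30 min at 37C, lysed, and cAMP was read by TR-FRET. Data normalized to buffer (basal) and 29 nM porcine relaxin (100%).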
PI4K2A inh: qHTS for small molecular inhibitors of PI4K2A; Phosphatidylinositol 4-kinase type 2-alpha (Homo sapiens), Q9BTU6; purified PI4K2A, ADP-Glo luminescence, 1 h; hits give low values; activity change, negative = inhibition, % at 76.9 µM; 420,000 tested, 0.13% active; AID 1346378, 2018; in the data active = activity change below about -50%; inconclusive = mostly about -30% to -49%;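 note: -100% = wells without enzyme as full effect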
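PI4K2A activity was measured by ADP-Glo luminescence: enzyme (4 ug/mL stock) and phosphatidylinositol (1.2 mM stock) in Tris pH 7.5/MgCl2/EGTA/Triton X-100 buffer were reacted with ATP (300 microM stock) for one hour at ambient temperature.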
USP1-UAF1 inh: Inhibitors of USP1/UAF1: Primary Screen; 390,000 tested, 0.23% active; recombinant USP1/UAF1, Ub-Rhodamine cleavage fluorescence; Ubiquitin carboxyl-terminal hydrolase 1 (Homo sapiens), O94782; Potency, µM (doses to about 57.1 µM), for inactives: at the top dose activity change, negative = inhibition, actives largely listed as inhibitors; note: potency is the fitted concentration of half-maximal effect; % is set by controls: 0 for no effect and ±100 for the full control effect; nearly all actives have a fitted effect of over 60% in size; inactives centre near -12
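In this screen, compounds sit with the deubiquitinase complex (1nM) for 15 min at room temperature before Ub-Rho is added at 150nM final. Fluorescence rise is then followed for 6 reads every 60 seconds.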
Vif-APOBEC3G blk: qHTS for Inhibitors of Vif-A3G Interactions: qHTS. HeLa A3G-eYFP + Vif (tagged APOBEC3G with the HIV-1 protein that degrades it), YFP fluorescence, overnight. Potency, µM (highest dose often 46.1 µM), for the others: top-dose activity, negative = active, actives largely listed as inhibitors. DNA dC->dU-editing enzyme APOBEC-3G (Homo sapiens), Q9HC16. 410,000 tested, 0.076% active;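 note: potency is the fitted concentration of half-maximal effect; % is set by controls: 0 for no effect and ±100 for the full control effect; nearly all actives have a fitted effect of over 60% in size; hits raise eYFP signal because A3G escapes Vif-driven loss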
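HeLa cells stably expressing Vif and C-terminally eYFP-tagged A3G, seeded overnight at 37 deg C, then exposed to compound by pintool overnight at 37 deg C. Rise in yellow fluorescence (Ex 488/Em 500-530, Acumen) marks blocked Vif-driven A3G degradation.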
TrxR1 substrate: qHTS Assay for Substrates of Mammalian Selenoprotein Thioredoxin Reductase 1 (TrxR1): qHTS | Thioredoxin reductase 1, cytoplasmic (Rattus norvegicus), O89049 | purified TrxR1 substrate turnover, NADPH consumption readout | Potency, µM (titrated, usually from 114 µM), inactives show at the highest dose activity change, negative = substrate turnover | 390,000 tested, 0.01% active | AID 588456, 2011; note: potency is the fitted concentration of half-maximal effect; % is set by controls: 0 for no effect and ±100 for the full control effect; nearly all actives have a fitted effect of over 50% in size
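Rat TrxR1, dispensed at 90 nM, was prereduced with 400 uM NADPH (final) for 5 min at ~22 deg C, then incubated with compound 15 min before 400 uM selenite. A first-read NADPH fluorescence drop versus no-compound background flagged substrates.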
Vif-A3F inh: qHTS for Inhibitors of Vif-A3F Interactions: qHTS; HeLa A3F-eYFP + Vif (tagged APOBEC3F with the HIV-1 protein that degrades it), YFP fluorescence increase; Potency, µM (top dose mostly 46.1 µM), for inactives: at the top dose activity, negative = active; 390,000 tested, 0.2% active; AID 602313, 2012; note: potency is the fitted concentration of half-maximal effect; % of control where 0% means no effect; nearly all actives have a fitted effect of over 65% in size
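HeLa cells stably expressing A3F-eYFP plus Vif, plated and incubated overnight at 37 deg C, then exposed to compounds overnight at 37 deg C. Blocked degradation read as raised yellow fluorescence (Ex 488/Em 500-530).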
LDHA inh: qHTS assay for inhibitors of human lactate dehydrogenase. L-lactate dehydrogenase A chain (Homo sapiens), P00338. purified LDHA, NADH/diaphorase-resazurin fluorescence; hits give low values. activity change, % (values are at about 110 or 230 µM). 480,000 tested, 0.15% active; in the data active = activity change below about -30%; inconclusive = mostly about -25% to -30%;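 note: plate controls were DMSO wells for no effect and wells without enzyme for full effect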
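Enzyme activity of human lactate dehydrogenase 5 (2 nM; 0.06 mM NADH, 0.2 mM pyruvate, 5 min, RT) is measured via a resazurin/diaphorase fluorescence readout of residual NADH.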
* hit, by the source's call; u = inconclusive; x = not tested or not shown; & = joins results of further samples; [ ] = remark or other dose. Unless noted, calls come from the whole dose curve; as a rule, active = well fitted curve in the direction sought with a large enough effect; inconclusive = small, poorly fitted or top-dose-only effect, or another doubt; inactive = no such curve, though single readings can be large; an effect the other way counts as inactive or inconclusive. The list is partial; the hit share may differ from the screen's.

SMILES	Glioma ERSR ind	mIDH1 inhibitor	RXFP1 ag	PI4K2A inh	USP1-UAF1 inh	Vif-APOBEC3G blk	TrxR1 substrate	Vif-A3F inh	LDHA inh
Cc1cnn(C(=S)NCc2ccco2)c1	-1%	-1%	-0.2%	4	-15%	0%	-1%[57.1 µM]	3%	0
CC(C)C(=O)NC(=S)Nc1sc2c(c1C(N)=O)CCCC2	3%	-8%	0.2%	-1	-16%	-6%	-12%	0%	-8
O=C1OC(Cc2ccccc2)(c2ccccc2)c2ccccc21 (stereo not drawn)	5%	9%	x	5	-24%	-2%	x	1%	0
CCc1nnc(NC(=O)CSc2nnc(C)n2CC2CCCO2)s1 (stereo not drawn)	-4%	-6%	-1.0%	1	-6%	-1%	0%[57.1 µM]	0%	2
Cc1ccnc(NS(=O)(=O)c2ccc(NC(=O)Cc3ccc(Cl)cc3)cc2)n1	-7%	-9%	-0.5%	-2	-6%	-11%	2%	0%	-9
CC12CN(Cc3ccccc3)CC(C)(CN(Cc3ccccc3)C1)C2=O	1%	11%	-1.1%	8	-22%	0%	5%	-6%	-3
N#C/C(=C\c1c(N2CCCCC2)nc2ccccn2c1=O)C(=O)NCc1ccco1	-3%	0%	3.0%	4	4%	-13%	-8%	-11%	-4
Cn1c(=O)c2c(SCC(=O)N3CCCc4ccccc43)nc(CC(C)(C)C)nc2n(C)c1=O	-3%	u	0.8%	1	-30%	-1%	3%[57.1 µM]	3%	-5
CC(C)(C)N(Cc1nc(-c2ccccc2)no1)C(=O)c1ccc2c(c1)OCO2	-1%	22%	1.1%	-4	-14%	1%	-4%	-5%	-3
Cc1noc(NS(=O)(=O)c2ccc(N/C=C\C(=O)c3ccccc3)cc2)c1C	8%	-6%	23%	1	-5%	0%	-1%[57.1 µM]	-17%	-13
CC(=O)Nc1ccc(C(=O)OCC(=O)Nc2ccc([N+](=O)[O-])cc2C(F)(F)F)cc1	4%	2%	0.0%	-2	-16%	-1%	0%	5%	-4
COCCCNc1nc(N)c([N+](=O)[O-])c(Nc2ccccc2OC)n1	-2%	0%	1.7%	-1	-3%	-1%	0%[57.1 µM]	-8%	-1
CCOc1ccc(Cl)cc1S(=O)(=O)N1CCC(C(=O)NC2CC2)CC1	2%	-2%	-1.7%	1	-19%	0%	-9%	5%	-3
CN(C)c1ccc(CNC(=O)c2ccc(CNc3c(N4CCCCC4)c(=O)c3=O)cc2)cc1	-2%	-5%	-1.1%	-3	-5%	-3%	-18%	-8%	-6
CCOC(=O)C1=C(C)NC(C)=C(C(=O)OCC)C1c1ccc(C)o1	0%	3%	-0.1%	-6	0%	-5%	-5%	0%	2
CC(C)(C)OC(=O)C[C@H]1C/C=C\C[C@@H](CC(=O)NCCO)C(=O)NCCOC1=O	-3%	-13%	x	2	-13%	1%	-4%	6%	-1
O=C1c2ccccc2NC(c2ccccc2)N1Cc1ccco1 (stereo not drawn)	-2%	3%	1.7%	2	0%	-10%	152%[activator]	-3%	-6&5
O=C(Nc1ccccc1)C1=C[C@H](C2CCCCC2)C[C@H](OCCCCO)O1	-3%	-4%	x	0	5%	-6%	-5%	1%	5
CCn1ncc(/C=N/N=C2\CCC3C4CCc5cc(O)ccc5C4CCC23C)c1C (stereo not drawn)	5%	0%	2.4%	-1	-26%	-8%	-9%	-2%	-6
Cc1cccc(NC(=O)CSc2nnc(CCC(=O)Nc3ccc(C)c(Cl)c3)n2C)c1	-3%	5%	0.4%	-2	-3%	0%	3%	-7%	-2
CCOc1ccc(C(=O)NCCc2csc(-c3cccnc3)n2)cc1	0%	-18%	-1.2%	-2	-10%	-1%	4%[57.1 µM]	4%	0
CCOc1ccccc1N1CCN(C(=O)CN2C(=O)NC3(CCCC3)C2=O)CC1	-3%	-4%	-0.1%	6	-6%	0%	-2%	-2%	-7
CCN(CC)CCNC(=O)c1ccc2c(=O)n3nc(Nc4ccccc4OC)sc3nc2c1	-4%	9%	14%	-3	-31%	4%	0%	-5%	6
Cc1ccc(C2CCN(C(=S)NC(C)C)C2)cc1 (stereo not drawn)	8%	0%	0.2%	-16	-22%	0%	7%	5%	-2
CCOc1ccc(N(CC(=O)Nc2ccc(C)cc2)S(=O)(=O)c2c(C)noc2C)cc1	0%	0%	1.6%	1	-26%	-3%	2%	-12%	-7

Only PI4K2A inh and Glioma ERSR ind, for three of the compounds above:
molecule	PI4K2A inh	Glioma ERSR ind
N#C/C(=C\c1c(N2CCCCC2)nc2ccccn2c1=O)C(=O)NCc1ccco1	4	-3%
Cn1c(=O)c2c(SCC(=O)N3CCCc4ccccc43)nc(CC(C)(C)C)nc2n(C)c1=O	1	-3%
CC(C)(C)N(Cc1nc(-c2ccccc2)no1)C(=O)c1ccc2c(c1)OCO2	-4	-1%

Remaining list, next part.
SMILES	Glioma ERSR ind	mIDH1 inhibitor	RXFP1 ag	PI4K2A inh	USP1-UAF1 inh	Vif-APOBEC3G blk	TrxR1 substrate	Vif-A3F inh	LDHA inh
CC1(C)CC(=O)/C(=C\c2cccc([N+](=O)[O-])c2)C(C)(C)N1	-10%	0%	-1.1%	-6	-23%	5%	1%	0%	-6
O=C(N/N=C/c1ccc(F)c(F)c1)c1cccc(S(=O)(=O)N2CCCCC2)c1	-4%	-5%	-3.0%	1	-15%	-3%	-6%	-14%	-14
Cc1ccc(-n2ncc3c(NNC(=O)c4ccco4)ncnc32)cc1C	-3%	-10%	-2.5%	4	-16%	-7%	-3%	-7%	-3
Cn1nccc1C(=O)N1CCC(Cc2ccccc2)CC1	-4%	9%	0.3%	-1	-10%	4%	7%	0%	0
Cc1ccc2nc3n(c2c1)CCCN3	0%	-12%	-1.5%	2	-4%	1%	-2%	7%	1
O=C(c1ccc([N+](=O)[O-])cc1)N1CCN(Cc2ccccc2)CC1	-4%	2%	1.3%	1	-1%	-4%	10%[57.1 µM]	4%	-4
Cc1csc(NC(=O)C2C3C=CC(O3)C2C(=O)O)n1 (stereo not drawn)	-3%	0%	0.8%	4	0%	0%	-4%	-2%	-8
O=C(COC(=O)CCc1ccccc1)NNC(=O)c1ccccc1	-2%	5%	x	2	u	0%	-7%[57.1 µM]	-4%	-7
Cc1ccc2oc(=O)c3cnn(CC(=O)Nc4cccc(C(F)(F)F)c4)c3c2c1	-3%	-5%	2.2%	-2	-16%	-1%	5%	0%	-12
C=C(C)C(O)CC/C(C)=C/Cc1c(O)ccc(C(=O)/C=C/c2ccc(O)cc2)c1O (stereo not drawn)	-8%	1%	x	1	u	1%	-6%	9%	-2
CC1CCCN(c2ccc([N+](=O)[O-])s2)C1 (stereo not drawn)	6%	-2%	1.1%	-4	-22%	-1%	-20%	2%	-1
COc1ccc(CNC(=O)c2ccc(NC(=O)N3CCCCc4ccccc43)cc2)cc1	-1%	3%	-2.9%	-4	-12%	4%	-8%[57.1 µM]	6%	-6
COC(=O)c1ccc(N/N=C/c2cc([N+](=O)[O-])cc(OC)c2O)cc1	4%	9%	0.5%	-11	-10%	-6%	4%[57.1 µM]	7%	1
CC(C)COP(=O)(OCC(C)C)C(O)c1ccc2c(c1)OCO2 (stereo not drawn)	-4%	6%	-3.0%	1	2%	0%	-3%	2%	0
COCCNC(=O)c1ccc2c(c1)C(=O)c1ccccc1-2	5%	6%	2.8%	3	-4%	0%	2%	-1%	-4
COc1ccc(-c2cc(C(F)(F)F)nc(N3CCOCC3)n2)cc1OC	-5%	-8%	4.6%	2	-9%	-6%	26%	5%	-10
COc1ccc(NC(=O)CCN2C(=O)[C@@H]3[C@H](C2=O)[C@H]2C=C[C@@H]3C2)cc1	7%	-2%	-0.3%	-1	-22%	-2%	-4%	0%	-4
NC(=O)CSc1ncc2c(n1)-c1ccccc1N(Cc1cccc(F)c1)S2(=O)=O	-1%	-15%	u	-2	-5%	-3%	1%[57.1 µM]	-1%	-5
ClCc1csc(-c2ccccc2Cl)n1	6%	7%	26%	1	-4%	-1%	4%[57.1 µM]	-5%	-4
CN(Cc1ccccn1)C(=O)C1CCC(=O)N(Cc2cccc(F)c2)C1 (stereo not drawn)	1%	-1%	1.7%	-1	-30%	6%	3%	-3%	-3
COc1ccc(S(=O)(=O)N2CCCCC2c2cc(C(=O)Nc3ccccc3)no2)cc1 (stereo not drawn)	-4%	x	x	-3	x	-3%	x	x	1
CNS(=O)(=O)c1cccc(C(=O)OCC(=O)Nc2ccc(-c3nc4ccc(C)cc4s3)cc2)c1	0%	0%	u	-3	-5%	1%	33%[activator]	u	2
O=C(CSc1nc(-c2cccs2)cc(C(F)(F)F)n1)Nc1ccccc1Cl	-4%	9%	2.9%	1	-8%	-7%	3%	u	-7

Screens as filed in PubChem.
